Rtt109 HAT inh: inhibitors of C. albicans Rtt109/Vps75 HAT, primary screen, biochemical, ThioGlo CoA-SH fluorescence, plate reader. Histone acetyltransferase RTT109 (Candida albicans (strain SC5314 / ATCC MYA-2876)), …. purified Rtt109/Vps75, 4 h. inhibition, % at 34.9 µM. 330,000 tested, 0.16% active. AID 540336, 2011;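 active = inhibition of at least 50% in every replicate; inconclusive = best replicate reaches 50% inhibition but some replicates fall short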
Target sequence (Q5AAJ8 whole entry, looked up): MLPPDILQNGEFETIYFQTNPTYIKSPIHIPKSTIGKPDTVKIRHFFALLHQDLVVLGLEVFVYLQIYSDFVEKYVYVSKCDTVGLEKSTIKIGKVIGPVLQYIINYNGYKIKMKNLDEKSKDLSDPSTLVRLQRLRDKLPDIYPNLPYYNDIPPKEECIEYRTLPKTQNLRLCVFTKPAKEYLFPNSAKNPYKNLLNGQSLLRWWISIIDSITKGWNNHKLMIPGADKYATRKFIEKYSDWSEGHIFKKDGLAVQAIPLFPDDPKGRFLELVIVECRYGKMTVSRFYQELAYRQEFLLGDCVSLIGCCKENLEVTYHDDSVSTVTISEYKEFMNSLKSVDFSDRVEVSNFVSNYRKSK
PfHsp90 yeast 2: growth inhibition of PfHsp90-expressing yeast, primary screen, antimalarial PfHsp90 inhibitor project, S. cerevisiae, BacTiter-Glo luminescence, single point, set 2; AID 504621, 2011; inhibition, % at 9.4 µM; BacTiter-Glo ATP, 48 h; yeast lacking PDR1 and PDR3 efflux regulators; 310,000 tested, 0.32% active;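 active = every replicate shows inhibition above about 80%, whatever the replicate mean, limit read from the data; inconclusive = mean inhibition reaches the set limit but some replicate falls short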;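 also: 0% = DMSO neutral controls and 100% = 20 µM radicicol positive controls; yeast relying on Plasmodium falciparum Hsp90 in place of its own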
DAGLB inh: DAGLB lipase inhibitors, primary screen, biochemical, fluorescence, HTS; Diacylglycerol lipase-beta (Homo sapiens), Q8NCG7; 340,000 tested, 0.059% active; HEK293T DAGLB membrane lysate, EnzChek fluorogenic substrate; inhibition, % at 5.17 µM; in the data active = inhibition above about 34%;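 also: 0% = enzyme with vehicle and 100% = wells lacking enzyme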
Target sequence (Q8NCG7 whole entry, looked up): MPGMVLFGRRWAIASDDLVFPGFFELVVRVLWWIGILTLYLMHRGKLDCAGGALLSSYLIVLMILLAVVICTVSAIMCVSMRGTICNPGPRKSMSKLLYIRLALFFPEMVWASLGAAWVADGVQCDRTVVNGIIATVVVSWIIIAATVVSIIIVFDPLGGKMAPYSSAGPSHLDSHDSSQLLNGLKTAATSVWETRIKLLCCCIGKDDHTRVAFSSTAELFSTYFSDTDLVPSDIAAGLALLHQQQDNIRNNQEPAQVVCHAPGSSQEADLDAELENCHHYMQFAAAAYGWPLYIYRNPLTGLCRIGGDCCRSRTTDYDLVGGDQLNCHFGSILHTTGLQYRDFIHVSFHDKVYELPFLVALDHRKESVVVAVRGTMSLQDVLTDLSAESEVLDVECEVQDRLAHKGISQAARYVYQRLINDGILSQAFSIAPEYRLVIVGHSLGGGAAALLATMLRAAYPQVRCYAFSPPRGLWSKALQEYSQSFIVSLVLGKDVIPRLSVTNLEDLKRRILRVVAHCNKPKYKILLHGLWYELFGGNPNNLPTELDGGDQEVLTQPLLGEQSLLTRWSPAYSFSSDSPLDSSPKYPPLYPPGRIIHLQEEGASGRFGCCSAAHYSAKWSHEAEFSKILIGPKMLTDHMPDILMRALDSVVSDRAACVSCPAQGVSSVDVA
AddAB inh: growth inhibition of E. coli expressing H. pylori AddAB, primary screen, AddAB inhibitor project, absorbance | inhibition, % at 11.9 µM | 330,000 tested, 0.29% active; in the data active = inhibition above about 12%;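 also: 0% = vehicle wells of infected cells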
CAL PDZ inh: CAL PDZ peptide-binding inhibitors, primary screen, biochemical, fluorescence polarization, Cer-tagged CAL PDZ, HTS. purified CAL PDZ, TMR-peptide fluorescence polarization, 1 h. inhibition, % at 20 µM. 330,000 tested, 0.02% active. AID 504414, 2011;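 active = highest replicate inhibition of at least 40%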;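 also: plate controls were DMSO neutral control wells for no effect and unlabeled competitor peptide control wells for full effect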
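Material: tagged CAL PDZ domain; buffer or medium: 25 mM sodium phosphate pH 7.4, 150 mM NaCl, TCEP, IgG, Thesit; compound dosing: single point, 20 µM; schedule: 1 h incubation at room temperature before polarization reading; measured by: FP readout, S and P plane fluorescence; read-out basis: percent inhibition from loss of millipolarization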
Tat export inh: E. coli Tat export inhibitors, primary screen, MC4100, TorA-mCherry reporter, fluorescence, single point; inhibition, % at 10 µM; 340,000 tested, 0.036% active;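 active = mean replicate inhibition at least 50% and at least half of replicates individually reaching 50%; inconclusive = only one of the two criteria met; inactive = neither criterion met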;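 also: exported cargo escapes ClpAP degradation while cytoplasmic cargo is degraded and loses fluorescence; 0% = median of neutral control wells and 100% = median of NaSCN control wells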
Wnt act: Wnt/beta-catenin pathway activators, primary screen, cell-based, plate reader, single point | Wnt/beta-catenin reporter cell assay, activator | activation, % at 9.35 µM | 300,000 tested, 1.2% active | AID 743398, 2014; in the data active = activation above about 30%, passing the limit was not always enough; inconclusive = no clear call, values can overlap the other calls;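 also: 0% = neutral control wells and 100% = positive control wells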
PvdQ acylase: P. aeruginosa PvdQ acylase inhibitors, primary screen, biochemical, fluorescence, plate reader and imaging, single point; purified PvdQ acylase; inhibition, % at 10 µM; 340,000 tested, 0.063% active; PvdQ acylase [Pseudomonas aeruginosa LESB58]; in the data active = inhibition above about 30%, passing the limit was not always enough; inconclusive = no clear call, values can overlap the other calls;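 also: 0% = vehicle neutral wells and 100% = reference inhibitor wells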
Ecoli viability: E. coli V3065 growth inhibition, primary screen, counter-screen for AddAB inhibitor project, absorbance, OD600. 18 h. inhibition, % at 11.9 µM. 330,000 tested, 0.27% active. AID 449728, 2010;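 active = inhibition above the campaign's mean inhibition across all tested compounds plus 3 SD, cut at about 9.9% in these data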;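 also: uninfected addAB+ strain grown without phage in ampicillin broth; 0% = DMSO wells and 100% = ciprofloxacin 0.95 µg/ml wells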
phage Ecoli inh: growth loss of phage-infected E. coli, primary screen, RecBCD inhibitor project, absorbance, with phage, HTS; inhibition, % at 11.9 µM; 360,000 tested, 0.26% active; in the data active = inhibition above about 11%
Starred values were filed as active, the others as inactive; ? = inconclusive; . = not tested or not shown.

SMILES | Rtt109 HAT inh | PfHsp90 yeast 2 | DAGLB inh | AddAB inh | CAL PDZ inh | Tat export inh | Wnt act | PvdQ acylase | Ecoli viability | phage Ecoli inh
O=C(N/N=C/c1ccc(Sc2nc3ccccc3[nH]2)o1)c1ccncc1 | -1.1 | 1.8 | 1.7 | 4.5 | -2.9 | -18.5 | -3.0 | 4.2 | 1.6 | 7.7
CCOC(=O)C1(Cc2ccc(OC)cc2)CCN(C(=O)CN2CCN(CC)CC2)CC1 | . | 8.3 | -1.4 | 1.0 | -2.0 | 1.8 | 6.0 | -5.7 | -0.3 | 5.3
Cc1noc(NS(=O)(=O)c2ccc(NC(=O)c3oc4ccc(Cl)cc4c3C)cc2)c1C | 26.9 | -6.0 | 10.7 | 0.4 | -3.1 | 7.1 | -0.9 | -6.4 | 1.8 | 1.5
CC(C)CN(CC(C)C)C1=N/C(=C\c2ccco2)C(=O)N1c1ccccc1 | 0.3 | -8.3 | 4.0 | 0.6 | -0.9 | 0.9 | . | 10.1 | 0.3 | 3.3
Cc1ccnc(NC(=O)CCC(=O)N(CC(=O)NCCc2ccccc2)c2ccccc2F)c1 | 8.7 | -0.1 | 1.1 | 2.2 | -2.6 | -7.6 | 0.1 | 1.3 | -0.4 | 1.7
O=C(NC(=S)NCC1CCCO1)c1ccc([N+](=O)[O-])cc1 (configuration not stated) | -1.2 | -17.1 | -0.7 | -0.5 | -0.4 | -3.9 | . | -15.6 | -2.8 | 0.8
Cc1[nH]c2ccccc2c(=O)c1SC(F)(F)C(F)C(F)(F)F (configuration not stated) | -4.5 | -10.6 | -0.9 | 2.1 | -2.0 | -11.1 | . | -8.8 | 1.8 | 5.9
CN(C(=O)c1ccccc1Cl)C1CCCCC1 | 15.4 | . | -3.6 | 2.7 | 0.1 | 0.7 | -2.0 | -2.0 | 3.2 | 4.0
Cc1ccc(NC(=O)NC(=O)c2ccccc2)cc1F | -5.2 | 4.1 | -1.9 | -0.2 | -1.4 | -9.9 | . | -12.7 | -0.7 | .
COc1ccc(N2C(=O)C(C)(C)C2c2c(O)ccc3ccccc23)cc1 (configuration not stated) | -9.9 | -16.9 | -1.3 | 2.2 | -0.8 | 16.3 | -0.5 | -7.7 | -0.8 | 1.2
COc1ccc(C)cc1NC(=O)CN(C)S(=O)(=O)c1cccs1 | 1.9 | -2.2 | -2.4 | 0.4 | -0.2 | -8.9 | 1.5 | 11.4 | -2.2 | 2.5
Cc1ccccc1CS(=O)(=O)CC(O)CN1CCCC1=O (configuration not stated) | 2.0 | -45.7 | -2.4 | -1.1 | -0.7 | 4.2 | -0.3 | -6.8 | 0.2 | 1.9
CCc1cc2cc(C)cc(C)c2nc1SCC(=O)N1CCCC1 | -1.6 | -7.3 | -2.1 | 0.3 | -0.3 | 14.6 | . | -20.8 | 0.2 | 2.8
O=C(Nc1cccc([N+](=O)[O-])c1)C1C2CCCCC21 (configuration not stated) | 0.8 | 2.3 | -7.7 | . | 0.4 | 3.0 | 0.6 | -14.1 | . | 0.9
CCCNC(=O)N1CCN(S(C)(=O)=O)CC1 | 2.4 | 6.2 | -0.3 | 0.7 | 0.0 | 5.8 | 0.3 | -15.2 | -1.5 | 1.1
CC(Oc1ccc2c(-c3ccccc3)cc(=O)oc2c1)C(=O)NCCN1CCOCC1 (configuration not stated) | 5.4 | 0.3 | -4.1 | 0.1 | -2.2 | -1.9 | 0.4 | -9.0 | 0.1 | -0.9
O=C(CN(Cc1ccccc1Cl)C(=O)c1csnn1)NCc1ccc2c(c1)OCO2 | -8.8 | 8.5 | 0.0 | 2.5 | -0.4 | -1.2 | -2.8 | -6.3 | 1.8 | 2.2
COCCSc1nnc(NC(=O)c2ccc(NC(=O)C(C)C)cc2)s1 | -5.3 | 18.8 | -1.4 | 2.9 | -1.9 | 2.2 | -0.1 | -11.7 | -2.7 | 5.0
Cc1noc(C)c1C(=O)OCC(=O)NC(=O)NC12CC3CC(CC(C3)C1)C2 | 6.9 | . | 3.0 | 2.0 | . | 6.7 | 0.3 | 3.1 | -2.3 | 1.7
Cc1nc(N)c2c(Cc3cccc4ccccc34)nn(C(C)(C)C)c2n1 | 0.5 | -6.4 | -6.0 | -3.2 | -0.1 | -2.6 | -5.8 | -15.3 | -0.4 | 0.6
Nc1c(S(=O)(=O)c2cccs2)c2nc3ccccc3nc2n1/N=C/c1cccc(O)c1 | -5.9 | -13.3 | 2.0 | 2.0 | -2.4 | 3.2 | . | -13.4 | 2.7 | 1.2
O=S(=O)(c1cc(Br)c(Cl)s1)N1CCCC1 | . | . | . | 4.0 | . | . | 1.7 | . | 0.0 | 3.1
CCc1cc(=O)oc2c3c(cc(OCC(=O)N[C@H](C(=O)O)[C@H](C)CC)c12)OC(C)(C)CC3 | -2.0 | 1.1 | 0.3 | 0.8 | -0.9 | -5.4 | -0.7 | 6.6 | 1.2 | 1.4
CCOC(=O)CCNC(=O)N1CCCC(Cc2ccccc2)(C(=O)OCC)C1 (configuration not stated) | 16.8 | -2.5 | -6.7 | 2.8 | -5.9 | -24.2 | -0.9 | 14.4 | 0.3 | 2.1
Cn1ncc(C#N)c1/N=C/N1CCCCC1 | -7.7 | 22.4 | -2.0 | 0.5 | . | 4.3 | -0.5 | 11.2 | 2.4 | 3.6
CC1CC(=O)N(CC(=O)Nc2ccc(F)cc2F)c2ccccc2S1(=O)=O (configuration not stated) | 3.6 | 3.7 | 0.6 | 0.9 | -1.2 | 2.2 | -2.2 | -7.4 | 0.8 | 2.4
CC(OC(=O)CCC(=O)c1cccs1)C(=O)Nc1ccc(Cl)cn1 (configuration not stated) | -2.8 | 6.4 | -3.4 | 2.0 | -4.1 | 0.3 | -5.0 | -5.0 | 3.3 | 2.1
COc1cc(/C=N\Nc2nc3ccccc3o2)cc(OC)c1OC | -6.1 | -5.7 | -1.9 | 0.0 | -1.4 | 4.5 | ? | -5.9 | 1.5 | -0.5
COc1ccc(NC(=O)CSc2nnc(C3CCCCC3)n2N)cc1 | 3.0 | -16.4 | -0.9 | -0.3 | -0.6 | -7.9 | 1.0 | -12.8 | -3.7 | -0.4
Cc1ccc(C(=O)Nc2c(C)cc(-c3ccc(Cl)cc3)oc2=O)cc1 | 0.0 | -17.4 | -1.3 | 3.0 | -0.2 | 0.8 | . | 11.0 | 1.0 | 1.9
CN(N=O)c1ccc(CC2CCc3ccccc32)cc1 (configuration not stated) | 4.8 | -14.1 | -11.1 | . | -1.6 | 6.3 | 4.3 | -6.3 | . | 2.6
O=C(NCc1ccccc1)c1cc[n+]([O-])cc1 | 9.7 | -12.4 | -4.8 | -3.0 | -1.4 | -1.7 | -2.2 | 3.6 | -2.1 | 1.1
CC(C)(C)c1cc[n+](CC(=O)Nc2cc(C(F)(F)F)ccc2N2CCOCC2)cc1 | -1.2 | 23.4 | 2.2 | 2.0 | -1.4 | 0.1 | -5.4 | -10.0 | -3.1 | 2.5
CCn1cc(C2=NOC(C(=O)Nc3cccc(C(C)=O)c3)C2)c(C)n1 (configuration not stated) | -0.4 | -1.6 | -0.2 | 1.2 | -2.3 | -0.6 | -2.7 | 12.8 | 0.6 | 4.2
Cc1nn(-c2ccc(C(=O)N3CCN(S(=O)(=O)c4ccccc4C(F)(F)F)CC3)cc2)c(C)c1Cl | 6.1 | -1.2 | -3.8 | 2.8 | -0.3 | 6.9 | -1.0 | 3.8 | 0.5 | 0.9
CC(=O)N1CC(C)Sc2ccc(S(=O)(=O)N3CCCCC3)cc21 (configuration not stated) | 4.2 | 11.9 | -1.1 | 2.1 | 0.9 | 5.4 | 1.4 | 5.2 | -0.2 | 3.3
O=C1COc2ccc(S(=O)(=O)N3CCCCCC3)cc2N1 | -5.3 | -12.9 | -0.4 | 1.9 | -1.5 | -2.9 | -0.6 | -13.5 | -1.0 | 1.4
C/C(=N\Nc1ccc(C(=O)c2c(C)cc3ccccn23)cc1[N+](=O)[O-])c1ccc(O)cc1 | -7.8 | -1.2 | -1.8 | 2.2 | -3.0 | 5.3 | -1.4 | -15.7 | 1.1 | 0.6
CC(C(=O)N1CCc2ccccc21)N1CCN(Cc2ccc(Cl)cc2)CC1 (configuration not stated) | 6.1 | 42.3 | -0.9 | 1.2 | -2.6 | 1.2 | -6.6 | -9.7 | -1.6 | 2.0
COc1ccc(-n2c(C)cc(C(=O)CN3CCC(C)CC3)c2C)cc1 | -2.8 | 18.2 | -0.2 | 3.7 | -9.2 | -2.4 | -0.9 | -7.0 | 0.1 | 2.2
CCc1noc(C)c1C(=O)Nc1nc(-c2ccc(OC)cc2OC)cs1 | -3.0 | . | -1.7 | 3.9 | -1.1 | 2.6 | -2.4 | -11.1 | -0.2 | 3.2
CN(C)S(=O)(=O)c1cccc(NC(=O)c2cc(-c3cccs3)nn2-c2cccc(Cl)c2)c1 | -17.0 | -13.6 | -5.4 | -0.3 | -0.3 | 2.1 | -13.7 | -10.7 | -1.0 | 1.6
CC(OC(=O)c1cc[n+]([O-])cc1)C(=O)Nc1ccc(C(N)=O)cc1 (configuration not stated) | -5.8 | -2.8 | 3.2 | 3.8 | 0.2 | 0.9 | -1.5 | -0.4 | 1.1 | -1.2
Cc1nnc(SCC(=O)NCc2ccco2)n1Cc1ccccc1 | 0.3 | -4.1 | -0.4 | -2.5 | -0.7 | -3.9 | . | -6.3 | -0.9 | 3.0
COc1ccc2cc3cc(C(=O)NCc4ccco4)oc3nc2c1 | -19.8 | -24.3 | -1.9 | -1.7 | -1.0 | -2.2 | 8.3 | -8.2 | -0.1 | 4.1
CC(=O)Nc1ccc(S(=O)(=O)Oc2ccc(/C=N/NC(=O)c3ccc(Cl)cc3)cc2)cc1 | -13.9 | -16.9 | -3.3 | 1.2 | -1.2 | -5.8 | . | 5.1 | -0.3 | -0.1
COc1ccc(Cc2nn3c(-c4cc(OC)c(OC)c(OC)c4)nnc3s2)cc1 | -0.2 | . | -0.2 | -1.6 | . | 10.8 | -8.8 | -17.3 | -1.5 | 3.0
N#C/C(=C/c1cc[nH]c1)C(N)=S | 16.7 | . | 3.1 | 2.0 | 0.2 | -1.4 | 1.2 | -27.2 | 1.9 | 0.1
Oc1ccc(C2Nc3cccc4cccc(c34)N2)c(O)c1 | 0.9 | 1.3 | 8.6 | -0.3 | 0.4 | 1.1 | . | -1.2 | 0.5 | 3.0
COc1ccccc1NS(=O)(=O)c1ccc(C)c(NS(=O)(=O)c2cc(NC(C)=O)ccc2OC)c1 | -12.9 | 20.4 | 1.7 | . | -0.2 | -1.3 | -1.4 | -7.8 | . | 3.1
COc1ccccc1-n1cnnc1SCC(=O)Nc1cccnc1Cl | 12.4 | -4.0 | -0.7 | 4.8 | -0.4 | -5.1 | 1.1 | 0.2 | 0.2 | 3.0

Source: PubChem BioAssay (several laboratories)

Hits appear at their usual frequency; 1.9% or so of the library scored in one or more.
